AT treatment = qHTS Assay for Identifying a Potential Treatment of Ataxia-Telangiectasia | […] A-T fibroblasts, KAP-1 phosphorylation AlphaLISA; neocarzinostatin DNA damage 30 min before lysis | Potency, µM (highest dose often 57.5 µM), for inactives: top-dose activation, usual class: activators | actives 0.19% (n = 320,000); further: potency means the concentration at half of the fitted maximal effect; % of control where 0% means no effect; nearly all actives have a fitted effect of over 45% in size
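ATM-like activity read as KAP-1 phosphorylation via AlphaLISA donor/acceptor antibody pairs after lysis and 6 hr at 25C. Cells were ATM-null patient fibroblasts ([…], hTERT), dosed 60 min, then exposed to the DSB inducer NCS for 30 min.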
TCR act = Activators of T cell receptors: qHTS campaign | AID 504894, 2011 | Potency, µM (series often up to 9.22 µM), for the others: at the top dose activation of IL-2 secretion, actives largely listed as activators | 330,000 tested, under 10 active | primary human leukocytes, anti-CD3, IL-2 HTRF, 48 h; further: % of control where 0% means no effect
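48 hr co-incubation of compounds, a-CD3 beads and primary human leukocytes; IL-2 quantified homogeneously by HTRF with anti-IL-2 K and d2 conjugates.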
Mito fusion yeast = qHTS Assay for Small Molecule Inhibitors of Mitochondrial Division or Activators of Mitochondrial Fusion; S. cerevisiae fusion-defective mutant growth rescue, CellTiterGlo 48 h; Potency, µM (series often up to 46.1 µM), for inactives: at the top dose growth rescue (activation), usual class: activators; actives 0.23% (n = 320,000);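 further: potency means the concentration at half of the fitted maximal effect; % of control where 0% means no effect; nearly all actives have a fitted effect of over 45% in size; temperature-sensitive fusion mutants such as fzo1-1 at 37 °C on non-fermentable ethanol glycerol medium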
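Growth-rescue viability read-out: after 48 h at the non-permissive 37C in glycerol/ethanol YPEG, yeast mitochondrial fusion mutants are measured by CellTiterGlo luminescence; compounds (23 nl pinned per well) restoring growth score as division inhibitors or fusion activators.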
PTAP TSG101 blk = qHTS Assay for Iinhibitors of HIV-1 Budding by Blocking the Interaction of PTAP/TSG101; Fluorescence polarization, FITC-PTAP peptide / Tsg101 binding; 340,000 tested, under 10 active; AID 493005, 2010; Potency, µM (highest dose often 115 µM), inactives show at the highest dose activity change, negative = inhibition, actives largely listed as inhibitors; active means well fitted inhibition curve with a large enough effect in the main read-out, with a control signal flat, not every such curve was filed as active; inconclusive means small, poorly fitted or top-dose-only effect, or effect the other way, or a change in a side signal; inactive means no such curve, though single readings can be large or run the other way; further: potency means the concentration at half of the fitted maximal effect; % of control where 0% means no effect
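Compounds were pin-transferred onto Tsg101 binding domain (10 uM final) in HEPES pH 7.5 buffer, then FITC-PTAP peptide was added at 50 nM final. After 20 min at RT, polarization reported peptide displacement across a qHTS concentration series.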
Menin-MLL TR inh = qHTS Assay for Inhibitors Targeting the Menin-MLL Interaction in MLL Related Leukemias: Competition With Texas Red Labeled MLL-derived Mutant Peptide; O00255; Menin + Texas Red MLL mutant peptide, fluorescence polarization; Potency, µM (doses to about 61.6 µM), for inactives: top-dose FP activity change, negative = inhibition, actives largely listed as inhibitors; actives 0.23% (n = 270,000); active means well fitted inhibition curve with a large enough effect in the polarisation, with a control signal flat, not every such curve was filed as active; inconclusive means small, poorly fitted or top-dose-only effect, or effect the other way, or a change in a side signal; inactive means no such curve, though single readings can be large or run the other way; the % refers to the polarisation; further: potency means the concentration at half of the fitted maximal effect; % of control where 0% means no effect; many of its hits are not listed in these tables
CXXC DNA block = qHTS Fluorescence Polarization Assay for Inhibitors of MLL CXXC domain - DNA interaction | Histone-lysine N-methyltransferase 2A (Homo sapiens), Q03164 | MLL-CXXC / FITC-HOXA9 DNA fluorescence polarization | Potency, µM (highest dose often 115 µM), without a hit: at the top dose activity change, negative = inhibition, actives largely listed as inhibitors | actives 0.037% (n = 290,000); active means well fitted inhibition curve with a large enough effect in the polarisation, with a control signal flat, not every such curve was filed as active; inconclusive means small, poorly fitted or top-dose-only effect, or effect the other way, or a change in a side signal; inactive means no such curve, though single readings can be large or run the other way; the % refers to the polarisation; further: potency means the concentration at half of the fitted maximal effect
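Steps: dispense CXXC domain solution (7 uM) → pin compounds or unlabeled HOX-A9 DNA control → 5 min ambient → add FLSN-HOX-A9 solution (50 nM) → spin → 30 min ambient → fluorescence polarization. Tris pH 7.5/NaCl/DTT/BSA buffer.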
a7 integrin act = qHTS for Activators of Integrin-Mediated Alleviation for Muscular Dystrophy; alpha7betagal myoblasts, beta-gal FDG fluorescence, 48 h; Potency, µM (series often up to 38.3 µM), for inactives: at the top dose activation, actives largely listed as activators; actives 0.064% (n = 350,000); AID 624291, 2012;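 further: potency means the concentration at half of the fitted maximal effect; 100% = response of the positive control SU9516; nearly all actives have a fitted effect of over 60% in size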
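alpha7betagal+/- myoblasts (passage 13, 250/well) treated 48 h at 37C with compounds at 1:260 dilution of DMSO stock. Lysed, then beta-galactosidase activity read as FDG fluorescence (ex 480/em 540) after 30 min, with pre-read for autofluorescence.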
TSHR antagonist = Antagonists of the Thyroid Stimulating Hormone Receptor: HTS campaign | Thyrotropin receptor (Homo sapiens), P16473 | TSHR-expressing cells, TSH-stimulated cAMP HTRF, 2 h; hits give low values | activity change, negative = inhibition, % at 11.5 µM | actives 0.2% (n = 330,000) | AID 504810, 2011;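 active means activity change below a set negative limit, meaning inhibition stronger than a set level, cut at about -70% in these data; inconclusive means activity change between two set negative limits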; further: on the % scale 0 is the no-effect control and ±100 the full control effect
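Inhibition of cAMP made by TSHR-expressing cells under TSH stimulation (4nM final, EC80; 2 h, 37 deg C) is quantified with a one-step lysis HTRF kit, anti-cAMP cryptate versus cAMP-d2.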
ASM inhibitor = Inhibitors of Secretory Acid Sphingomyelinase (S-ASM): qHTS. placental ASM, HMU-PC fluorogenic substrate, 60 min. actives 0.006% (n = 340,000). Sphingomyelin phosphodiesterase (Homo sapiens), P17405. Potency, µM (doses to about 57.5 µM), without a hit: at the top dose activity change, negative = inhibition, actives largely listed as inhibitors; further: potency means the concentration at half of the fitted maximal effect
Target sequence (P17405 47-631 limits assumed): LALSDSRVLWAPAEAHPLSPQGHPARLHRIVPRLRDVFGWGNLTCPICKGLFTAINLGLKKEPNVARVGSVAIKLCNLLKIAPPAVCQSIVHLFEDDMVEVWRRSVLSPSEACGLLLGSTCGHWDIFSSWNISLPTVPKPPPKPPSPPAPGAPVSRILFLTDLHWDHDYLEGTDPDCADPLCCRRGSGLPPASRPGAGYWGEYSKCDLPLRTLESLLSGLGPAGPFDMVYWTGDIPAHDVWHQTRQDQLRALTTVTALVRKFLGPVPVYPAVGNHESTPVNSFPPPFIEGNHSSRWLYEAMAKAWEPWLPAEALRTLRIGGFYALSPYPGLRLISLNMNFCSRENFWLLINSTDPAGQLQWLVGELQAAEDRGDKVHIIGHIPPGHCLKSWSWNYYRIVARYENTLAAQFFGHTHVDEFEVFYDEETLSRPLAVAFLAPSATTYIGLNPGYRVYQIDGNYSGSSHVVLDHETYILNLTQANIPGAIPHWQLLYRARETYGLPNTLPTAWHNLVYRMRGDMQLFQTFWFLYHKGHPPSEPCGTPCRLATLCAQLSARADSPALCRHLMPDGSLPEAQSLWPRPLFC
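Fluorescence read-out (Ex 386 nm, Em 447 nm) after stopping the reaction at pH 10. Enzyme: ASM from human placenta; substrate HMU-PC0, 9 uM final; 60 min, 37 °C. Compound preincubation 10 min, ambient temperature.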
MBNL1 CUG block = qHTS Assay for Inhibitors of MBNL1-poly(CUG) RNA binding; Muscleblind-like protein 1 (Homo sapiens), Q9NR56; Potency, µM (titrated, usually from 57.5 µM), inactives show at the top dose activity change, negative = inhibition, actives largely listed as inhibitors; TR-FRET MBNL1-His/biotin-(CUG)12 binding, 665/545 ratio; actives 0.036% (n = 280,000); active means well fitted inhibition curve with a large enough effect in the signal ratio, with a control signal flat, not every such curve was filed as active; inconclusive means small, poorly fitted or top-dose-only effect, or effect the other way, or a change in a side signal; inactive means no such curve, though single readings can be large or run the other way; the % refers to the signal ratio; further: potency means the concentration at half of the fitted maximal effect; on the % scale 0 is the no-effect control and ±100 the full control effect
Target sequence (Q9NR56 whole entry, looked up): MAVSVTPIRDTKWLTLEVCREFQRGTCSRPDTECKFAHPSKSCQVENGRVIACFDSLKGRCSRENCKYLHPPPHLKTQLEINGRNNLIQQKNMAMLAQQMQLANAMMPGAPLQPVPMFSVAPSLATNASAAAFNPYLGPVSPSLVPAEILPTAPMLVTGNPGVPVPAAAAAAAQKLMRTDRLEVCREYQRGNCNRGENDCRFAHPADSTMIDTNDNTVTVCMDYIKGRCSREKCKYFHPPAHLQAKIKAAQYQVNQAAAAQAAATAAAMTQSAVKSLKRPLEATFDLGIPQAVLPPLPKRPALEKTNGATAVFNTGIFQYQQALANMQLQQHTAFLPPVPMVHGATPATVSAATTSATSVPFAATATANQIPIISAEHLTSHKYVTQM
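TR-FRET readout: Ex 340 nm, 665/545 nm emission ratio, normalized to buffer-only (basal) and MBNL1-(CUG)12 controls. Complex of MBNL1-His with Biotin-(CUG)12, compounds 92 nM–58 uM, incubated 60 min at room temperature.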
* hit, by the source's call; ? = inconclusive; . = no result given; [ ] = remark or other dose. Unless noted, the call rests on the fitted dose curve; in most records, active means well fitted curve in the direction sought with a large enough effect; inconclusive means small, poorly fitted or top-dose-only effect, or another doubt; inactive means no such curve, though single readings can be large; an effect the other way counts as inactive or inconclusive. Only part of the results is shown (hit frequency here may not be typical).

SMILES	AT treatment	TCR act	Mito fusion yeast	PTAP TSG101 blk	Menin-MLL TR inh	CXXC DNA block	a7 integrin act	TSHR antagonist	ASM inhibitor	MBNL1 CUG block
COc1ccccc1-c1nnc(N)s1	0%	-1%	5%	-1%	8%	-5%	5%	-1	-1%	10%
CCOC(=O)CSc1nnc(-c2ccccc2)c(=O)[nH]1	-4%	7%	-4%	2%	-7%	3%	19%	8	5%	2%
COc1cc2c(cc1OC)C1(CCCC1)CNC2c1cccc([N+](=O)[O-])c1 (stereo not drawn)	4%	-1%	5%	-4%	-8%	3%	-14%	-9	4%	2%
S=c1[nH]cnc2scc(-c3ccccc3)c12	-3%	-1%	27%	-6%	22%	14%	-35%	-6	8%	.
Cc1ccc(Cl)cc1N1CCN(C(=O)CCCn2c(=O)c3cccn3c3cccnc32)CC1	14%	-3%	30%	1%	-9%	24%	17%	-24	-16%	0%
S=C(NCCc1ccccc1)NCc1ccccc1Cl	8%	-2%[46.1 µM]	6%	-3%	-11%	17%	-7%	-14	2%	-6%
COc1ccc(OCC(=O)NCCS(=O)(=O)N2CCN(c3ccc(F)cc3)CC2)cc1	-2%	8%	6%	-3%	8%	-3%	-6%	-5	0%	-1%
O=S(=O)(Nc1c(F)cccc1F)c1ccc(Cl)nc1	-8%	2%	2%	-4%	.	.	-1%	1	1%	.
Cc1noc(C)c1COc1cccc(C(=O)NCc2ccccc2Cl)c1	.	-9%	0%	0%	-3%	19%	29%	-13	-2%	-8%
CCn1ccnc1CN(C)Cc1cn(-c2ccc(C)cc2)nc1-c1ccc(F)cc1	3%[11.5 µM]	-5%	-25%	-10%	-7%	-37%	-3%	4	-7%	-12%
Clc1cccc(Cc2nn[nH]n2)c1	5%	0%	3%	-7%	9%	0%	-17%	-5	2%	-23%
C/C=C/c1ccc(OCC(=O)OCC)c(OC)c1	-1%	-1%	2%	-3%	-20%	-12%	-9%	7	0%	-2%
CCCCn1c(N)c(N(CCOC)C(=O)CN2C(=O)NC3(CC(C)CC(C)(C)C3)C2=O)c(=O)[nH]c1=O (stereo not drawn)	.	1%	.	-5%	.	.	13%	.	-1%	.
COc1cc(/C=C/C(=O)NC(C)(C)C)ccc1OCc1ccccc1	-2%	3%[46.1 µM]	17%	-1%	21%	-6%	-30%	4	1%	.
Cc1ccccc1CCNC(=O)C1CCC(=O)N(C2CCCCCC2)C1 (stereo not drawn)	0%	-1%	4%	-1%	.	18%	0%	3	0%	-3%
COc1ccc(NS(=O)(=O)c2ccc(NC(C)=O)cc2)cc1OC	-4%	-1%	0%	-7%	-11%	0%	-48%[inhibitor]	-7	1%	-5%
CC(=O)c1ccccc1OC(=O)c1ccc(-c2ccccc2)cc1	.	-2%	.	-1%	.	.	-10%	.	41%[activator]	.
CCOC(=O)C1CCN(C2=NC(=O)/C(=C/c3ccccc3OC)S2)CC1	-1%	-1%	25%	-2%	?	-12%	-11%	12	15%	?
Cc1nnc(-c2ccccc2)o1	6%	1%	-2%	-7%	.	3%	?	-5	2%	-11%
Cc1nnc(SCC(=O)Nc2ccc3c(c2)OCO3)s1	4%	-8%	4%	0%	-4%	3%	-23%	9	0%	-9%
CC(C)C[C@H]1CN([C@@H](CC(C)C)CN2CCCC2CN2C(=S)NC[C@@H]2Cc2ccc(O)cc2)C(=S)N1CCc1ccccc1 (stereo partly drawn)	.	0%	.	-6%	.	.	-8%	.	-15%	.
COc1cc(C)c(S(=O)(=O)NOCc2ccccc2)c(C)c1C	-10%	.	2%	-13%	-21%	0%	?	4	-14%	3%
COCCNC(=S)NNC(=O)c1cc(C2CC2)nc2ccccc12	-7%	-9%	-1%	-4%	-1%	6%	?	-1	2%	2%
Cc1ccccc1CC(=O)N1CCN(C(=O)c2ccco2)CC1	32%	-3%	0%	-8%	4%	3%	-11%	-9	8%	-2%
COc1cccc(/C=C2\Oc3cc(OCC(=O)N4CCCCC4)ccc3C2=O)c1OC	-11%	-4%	?	-4%	14%	6%	0%	8	-6%	?
Nc1c(C(=O)Nc2ccccc2F)sc2nc(-c3ccco3)ccc12	12%	.	4%	.	?	-7%	26%	-14	87%[activator]	31%[activator]
CCc1ccc2c(c1)C(c1cccs1)=NNC(c1cccnc1)=N2	-1%	-5%	2%	1%	1%	-8%	-10%	11	-9%	17%
COc1ccc(C(=O)NC(=C(Cl)Cl)S(=O)(=O)c2ccc(C)cc2)cc1	2%	0%	-15%	-2%	.	6%	-9%	8	-3%	4%
CN(C1CCCCC1)S(=O)(=O)c1ccc2[nH]c(=O)oc2c1	-5%	1%	-1%	3%	.	-16%	13%	4	-6%	.
CCOC(=O)N1CCC(NC(=O)C(Cc2ccccc2)NC(=O)C2CCCCC2)CC1 (stereo not drawn)	4%	.	16%	3%	-10%	4%	18%	25	1%	-9%
Cc1ccccc1-c1nc(CS(=O)(=O)CC(=O)N2CCCCC2)c(C)o1	-14%	12%	?	0%	-5%	23%	-11%	1	1%	4%
Cc1ccc2nc(-c3ccc(NC(=O)c4cccnc4)cc3)oc2c1	-5%	1%	?	-3%	?	2%	-47%	?	-3%	0%
CC(=O)c1ccc(N2CCN(C(=O)c3n[nH]c4ccccc34)CC2)cc1	-6%	-3%	-14%	-1%	9%	12%	8%	5	5%	0%
Cc1cc(C(=O)Nc2c(C)nn(Cc3ccccc3Cl)c2C)no1	-1%	-8%	2%	-4%	-13%	-11%	4%[7.66 µM]	-13	5%	1%
CCc1nnc(NC(=O)c2ccc(COc3ccccc3C)o2)s1	13%	4%	6%	-5%	.	-1%	7%	-12	-1%	1%
O=C(c1ccccc1F)N1CCN(S(=O)(=O)c2ccc(S(=O)(=O)N3CCCCC3)cc2)CC1	5%	.	5%	-9%	?	-5%	3%	-6	-1%	-3%
CC(C)(C)C(=O)CSc1ccc(S(=O)(=O)N2CCCC2)cn1	12%	-46%	6%	-10%	.	.	0%	-3	-2%	.
COc1cccc(NC(=O)CN(C)C(=O)C2CC3C=CC2C3)c1 (stereo not drawn)	-9%	2%[46.1 µM]	.	1%	.	.	-5%	-8	-3%	.
COc1ccc([C@@H]2CC=C(C(=O)O)[C@H](c3ccc(F)cc3)N2S(=O)(=O)c2ccc(C)cc2)cc1OC	6%	8%	-4%	-2%	.	.	-12%	-5	4%	.
CCOC(=O)CNC(=O)C12CC3CC(C1)CC(c1ccc(C)cc1)(C3)C2	1%	-5%	19%	-2%	-28%	0%	?	3	-5%	-9%
COc1cccc(C(=O)NCCS(=O)(=O)N2CCC3(CC2)OCCO3)c1	-4%	-3%	-1%	-1%	.	.	0%	8	2%	.
COc1ccc(CN2CCN(C(=O)C3CCC(CNS(=O)(=O)c4ccccc4)CC3)CC2)c(OC)c1OC (stereo not drawn)	-1%	-5%	-2%	2%	?	-1%	-32%	-8	-1%	-1%
CCOC(=O)c1ccc2c(c1)N(CC(=O)N1CCCC1)C(=O)C(C)(C)O2	2%	3%	3%	-6%	-6%	0%	3%	-6	-2%	-4%
S=c1[nH]cnc2sc(-c3ccccc3)cc12	1%	6%	-3%	0%	6%	3%	-4%	2	-1%	247%[activator]
CCOc1cc(N2CCOCC2)c(OCC)cc1NC(=O)c1[nH]c(C)c(C(C)=O)c1C	12%	-2%	3%	-9%	.	.	-13%	3	2%	.
Clc1ccc(N/N=C/c2cccnc2)cc1	-2%	-2%[46.1 µM]	?	-1%	15%	12%	15%	0	-3%	?
CCOC(=O)C(=CNc1ccc(OC)cc1[N+](=O)[O-])C(=O)OCC	3%	-2%	0%	0%	.	15%	-30%	-18	-3%	?
OCC[C@@H]1C[C@@H](O)[C@H](O)[C@]2(OCCc3ccccc32)O1	9%	-8%	-1%	0%	-11%	0%	6%	5	4%	2%

Bioassay records (PubChem)
